GLS inhibitor: blocks human kidney-isoform glutaminase activity; O94925; GLS enzymatic activity, qHTS titration; Potency, µM (top dose mostly 45.5 µM), for inactives: top-dose activity change, negative = inhibition, hits mostly inhibitors; 0.21% of 410,000 active; AID 624170; further: on the % scale 0 is the no-effect control and ±100 the full control effect
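hKGA in 45 mM KH2PO4 pH 8.2, 0.02% Tween-20 with pin-transferred compounds; 1 mM L-glutamine (stock) plus glutamate oxidase/HRP/Amplex Red coupling added. Fluorescence read initially and after 30 min at RT.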
RGS4 inh: inhibitors of human regulator of G protein signaling 4 | P49798 | Transcreener GDP fluorescence polarization, RGS4-accelerated GTP hydrolysis | Potency, µM (doses to about 114 µM), inactives show top-dose activity change, negative = inhibition, most hits filed as inhibitors | 0.039% of 390,000 active | AID 504845; further: on the % scale 0 is the no-effect control and ±100 the full control effect; nearly all actives have a fitted effect of over 75% in size; some results filed as inactive show a strong effect at the top dose
Target sequence (P49798 whole entry, looked up): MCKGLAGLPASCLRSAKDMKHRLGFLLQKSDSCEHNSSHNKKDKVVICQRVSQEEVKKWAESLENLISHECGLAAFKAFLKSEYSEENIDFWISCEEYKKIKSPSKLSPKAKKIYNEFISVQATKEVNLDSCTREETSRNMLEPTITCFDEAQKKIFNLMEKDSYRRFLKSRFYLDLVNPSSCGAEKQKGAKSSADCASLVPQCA
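MLSMR compounds (23 nl, pin-transferred) preincubated 10 min at room temperature with a 500nM (2x) first reagent, then RGS4 at 900nM (2x) plus Transcreener GDP mix added; fluorescence polarization (620/688 nm) read before and after 90 min at 30 °C.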
ERG-DNA inh: ERG Ets/DNA interaction inhibition. P11308. fluorescence polarization, His-ERG Ets domain / labelled DNA. Potency, µM (series often up to 76.9 µM), for the others: at the top dose FP activity, negative = inhibition, hits mostly inhibitors. 0.028% of 370,000 active. AID 624246; active means well fitted inhibition curve with a large enough effect in the polarisation, with a control signal flat; inconclusive means small, poorly fitted or top-dose-only effect, or effect the other way, or a change in a side signal; inactive means no such curve, though single readings can be large or run the other way; the % refers to the polarisation;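 further: polarization taken with two DNA probes labelled with fluorescein and Texas red; % of control where 0% means no effect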
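His-tagged ERG Ets domain (1 uM in the protein solution; 300mM KCl, 50mM Tris-HCl, 1mM EDTA, 1mM DTT, pH 7.5) received compound, then a probe mix of 5 nM fluorescein-DNA and 100nM Texas-615-DNA. Fluorescence polarization was read for both dyes.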
Tb PGK inh: T. brucei PGK inhibition; P07378; PGK/GAPDH coupled, Kinase-Glo luminescence, 60 min; Potency, µM (titrated, usually from 57.5 µM), for the others: top-dose activity change, negative = inhibition, hits mostly inhibitors; 0.043% of 380,000 active; AID 602233; further: on the % scale 0 is the no-effect control and ±100 the full control effect; nearly all actives have a fitted effect of over 60% in size
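Recombinant glycosomal PGK reaction used 1,3-bisphosphoglycerate generated in-well by GAPDH (100nM final) in 100mM TEA pH 7.6, 5mM MgCl2, 0.01% Tween-20. After 60 minutes at room temperature, ATP was read by Kinase-Glo Plus luminescence end-point.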
Pin1 inhibitor: human Pin1 inhibition. AID 504891. Potency, µM (doses to about 115 µM), without a hit: at the top dose activity, negative = inhibition, usual class: inhibitors. Pin1 FP peptide displacement, HiFluor488, 10 min. Q13526. 0.009% of 390,000 active; active means well fitted inhibition curve with a large enough effect in the polarisation, with a control signal flat, not every such curve was filed as active; inconclusive means small, poorly fitted or top-dose-only effect, or effect the other way, or a change in a side signal; inactive means no such curve, though single readings can be large or run the other way; the % refers to the polarisation; further: on the % scale 0 is the no-effect control and ±100 the full control effect
Target sequence (Q13526 whole entry, looked up): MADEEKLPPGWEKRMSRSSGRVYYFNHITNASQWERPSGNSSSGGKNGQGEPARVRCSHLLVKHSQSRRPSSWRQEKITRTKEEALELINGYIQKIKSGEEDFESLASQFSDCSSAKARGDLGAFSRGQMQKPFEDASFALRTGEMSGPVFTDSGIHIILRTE
JMJD2A Tudor: blocks the human JMJD2A Tudor domain. AlphaScreen JMJD2A-Tudor / H3K4me3 peptide binding. AID 504339. 4.4% of 390,000 active. O75164. Potency, µM (top dose mostly 114 µM), inactives show at the highest dose activity change, negative = inhibition, usual class: inhibitors; further: on the % scale 0 is the no-effect control and ±100 the full control effect; nearly all actives have a fitted effect of over 50% in size
12-LOX inh: blocks human arachidonate 12S-lipoxygenase; purified 12hLO, xylenol orange hydroperoxide absorbance; 1.1% of 580,000 active; P18054; Potency, µM (titrated, usually from 108 µM), for the others: top-dose activity change, negative = inhibition, most hits filed as inhibitors; further: on the % scale 0 is the no-effect control and ±100 the full control effect
Target sequence (P18054 whole entry, looked up): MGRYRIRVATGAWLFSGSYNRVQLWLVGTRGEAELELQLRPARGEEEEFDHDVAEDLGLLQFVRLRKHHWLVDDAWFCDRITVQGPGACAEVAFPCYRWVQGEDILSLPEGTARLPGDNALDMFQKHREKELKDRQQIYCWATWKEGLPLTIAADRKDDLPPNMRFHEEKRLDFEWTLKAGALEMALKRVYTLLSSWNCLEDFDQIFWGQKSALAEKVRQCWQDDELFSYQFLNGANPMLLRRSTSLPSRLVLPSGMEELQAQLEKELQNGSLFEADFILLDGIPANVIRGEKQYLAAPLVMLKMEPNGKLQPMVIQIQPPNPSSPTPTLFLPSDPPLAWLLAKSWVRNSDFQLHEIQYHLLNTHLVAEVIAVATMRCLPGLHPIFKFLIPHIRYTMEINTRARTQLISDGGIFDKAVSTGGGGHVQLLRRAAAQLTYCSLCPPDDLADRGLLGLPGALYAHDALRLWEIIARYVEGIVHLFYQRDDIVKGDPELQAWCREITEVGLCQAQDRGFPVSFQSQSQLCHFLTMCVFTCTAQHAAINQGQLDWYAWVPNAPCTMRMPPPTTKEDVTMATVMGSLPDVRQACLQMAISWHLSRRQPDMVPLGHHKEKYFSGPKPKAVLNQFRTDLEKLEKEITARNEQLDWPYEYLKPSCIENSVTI
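Purified human 12hLO at 150 nM in 25 mM Hepes, 0.01% Triton X-100, pH 7.0, preincubated 15 min at room temperature with compound. Reaction started with 40 uM arachidonic acid, 30 min at room temperature. Hydroperoxide measured by Fe-xylenol orange, 573/405 nm absorbance ratio.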
HP1b chromo inh: inhibitors of HP1-beta chromodomain binding to methylated histone tails; Potency, µM (top dose mostly 114 µM), for inactives: top-dose activity change, negative = inhibition, hits mostly inhibitors; AlphaScreen HP1-beta / biotin-H3K9me3 peptide binding; 0.56% of 390,000 active; further: nearly all actives have a fitted effect of over 70% in size; inactives centre near 23
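AlphaScreen: HP1-beta (50 nM) preformed 30 min with biotin-H3(1-18)K9me3 peptide (50 nM) in PBS pH 7.4, 0.01% Tween-20. Compound added for 30 min at RT, then streptavidin donor/nickel chelate acceptor beads (10 ug/mL) for 30 min.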
TrxR1 inh: rat TrxR1 inhibition. O89049. recombinant rTrxR1, NADPH fluorescence consumption, selenite substrate. Potency, µM (highest dose often 114 µM), for inactives: at the highest dose activity change, negative = inhibition, usual class: inhibitors. 1% of 390,000 active. AID 588453; further: on the % scale 0 is the no-effect control and ±100 the full control effect; nearly all actives have a fitted effect of over 65% in size
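Rat TrxR1 (90 nM in the dispensed reagent) was pre-reduced with 400 uM NADPH for 5 min at room temperature, then incubated with compound for 15 min. After 400 uM selenite was added, NADPH fluorescence (Ex 340/Em 450 nm) was followed for 8 min.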
* = called active by the depositor; i = inactive; ? = inconclusive; . = no result given; [ ] = dose if it differs, or a comment. Unless noted, the call rests on the fitted dose curve; in most records, active means well fitted curve in the direction sought with a large enough effect; inconclusive means small, poorly fitted or top-dose-only effect, or another doubt; inactive means no such curve, though single readings can be large; an effect the other way counts as inactive or inconclusive. Potency means the concentration at half of the fitted maximal effect. Some of the compounds tested (hit frequency here may not be typical).

SMILES	GLS inhibitor	RGS4 inh	ERG-DNA inh	Tb PGK inh	Pin1 inhibitor	JMJD2A Tudor	12-LOX inh	HP1b chromo inh	TrxR1 inh
CNC(=O)NC(=O)C(C)OC(=O)CCCSc1nc2ccccc2s1 (centres undefined)	0%	-5%	6%	0%	4%	-11%	-7%	26%	-10%
O=C(Nc1nn[nH]n1)c1ccc(S(=O)(=O)N2CCCCC2)cc1	3%	12%[56.9 µM]	-20%	i	-8%	?	-7%	58%[activator]	9%
CCOc1ccccc1N1CCN(C(=O)c2cc3cc(OC)ccc3[nH]2)CC1	15%	11%	-2%	0%	1%	?	.	-9%	1%
Cc1ccc2c(c1)cc(C(=O)Nc1ccc(F)cc1F)n2C	0%	-5%	10%	i	2%	-2%	-10%	58%[activator]	11%
O=C(c1cccc(S(=O)(=O)N2CCOCC2)c1)N1CCN(C/C=C/c2ccccc2)CC1	-2%	-23%	-1%	2%	-6%	-12%	-3%	20%	1%
COc1ccc(-n2c(SCC3CNC(=O)O3)nnc2-c2ccc(Cl)cc2)cc1 (centres undefined)	-1%	-17%	1%	-2%	-2%	-3%	3%	22%	11%
CCN(c1ccc(NC(=O)COC(=O)CCc2cc(OC)c(OC)c(OC)c2)cc1)C(C)C	56%[activator]	-24%	15%	i	-1%	?	-26%	?	7%
COC(=O)c1ccc(Oc2c(C)oc3c(CN4CCN(C)CC4)c(O)ccc3c2=O)cc1	27%	3%	-3%	-3%	2%	-12%	2%	21%	16%
CCc1nc2ccccc2c(C(=O)OCC(=O)N(CCOC)c2c(N)n(Cc3ccccc3)c(=O)[nH]c2=O)c1C	-11%	-11%	2%	-4%	-1%	-15%	-24%	18%	-14%
Cc1ccc(NC(=O)Cn2c(=O)n(CC3CCCO3)c(=O)c3ccccc32)cc1 (centres undefined)	3%	22%	5%	7%	1%	-6%	-3%	25%	7%
COC(=O)c1cc(NS(=O)(=O)c2ccc3c(c2)CCC(=O)N3)cc(C(=O)OC)c1	12%	21%	-12%	i	2%	-7%	-25%	13%	18%
Cc1c(Cc2ccccc2)c(=O)oc2cc(OCC(=O)N3CCC(C(N)=O)CC3)ccc12	-4%	-20%	3%	-9%	6%	-5%	16%	29%	-20%
COc1cccc(C2C(C(N)=O)=C(C)Nc3nc(-c4cccc(Cl)c4)nn32)c1 (centres undefined)	1%	-6%	-7%	-5%	0%	-6%[57.1 µM]	0%	4%	-8%
CCN1C(=O)N[C@@H](c2ccc(Br)cc2)C(C(=O)OC)=C1C	-11%	-14%	-6%	-8%	-9%	-6%	10%	49%[activator]	16%[57.1 µM]
Cc1c(OCC(=O)NCCCN2CCOCC2)ccc2c(-c3ccccc3)cc(=O)oc12	0%	17%	-3%	-8%	0%	-21%	0%	23%	20%
CC1COC(c2cccn2Cc2ccccc2Cl)=N1 (centres undefined)	7%	21%	0%	1%	-1%	-3%	0%	12%	-6%
Cc1nc(CS(=O)(=O)c2ccccc2)cc(Sc2ccc(Cl)cc2)n1	2%	-21%	-11%	0%	-8%	20%	175%[activator]	32%	-9%
O=C(CC1(CC(=O)N2CCOCC2)CCCC1)Nc1ccccc1	-4%	2%	6%	-2%	4%	-18%	14%	1%	0%
Cc1noc(C)c1COC(=O)C1CCN(S(=O)(=O)c2c(Cl)cccc2Cl)CC1	56%[activator]	-14%	-3%	-8%	1%	5%	-14%	32%	12%
COc1cc(C(=O)OCC(=O)NCCCc2ccccc2)ccc1OCC(C)C	-1%	6%	-4%	-4%	3%	-2%	-24%	53%[activator]	12%
c1ccc2c(c1)c1c3n2CCNC3CCC1 (centres undefined)	10%	12%	-6%	-8%	-10%	-21%	51%[activator]	-9%	12%[57.1 µM]
CN(C)S(=O)(=O)Oc1cc(Cl)ccc1C(=O)Nc1ccc(F)cc1F	0%	?	0%	-2%	5%	?	4%	-10%	16%[11.4 µM]
S=C(NCc1ccccc1)Nc1ccc2cn[nH]c2c1	32%[activator]	-11%	2%	-8%	-3%	-11%	-24%	31%	-4%
Cc1ccsc1CN(C(=O)c1oc2ccc(F)cc2c1C)C1CCS(=O)(=O)C1 (centres undefined)	-14%	-8%	9%	.	7%	-14%	-20%	33%	30%
CC(C)=N/N=C1/NC(=O)C(Cc2ccccc2)S1 (centres undefined)	4%	19%	-1%	4%	-3%	-16%	23%	44%[activator]	8%
Next part:
SMILES	GLS inhibitor	RGS4 inh	ERG-DNA inh	Tb PGK inh	Pin1 inhibitor	JMJD2A Tudor	12-LOX inh	HP1b chromo inh	TrxR1 inh
Cc1cc(C(=O)O)sc1C	1%	-6%	8%	-4%	-2%	-15%	10%	35%	6%
CC(=O)c1cc(-c2ccccc2)n(CCC(=O)Nc2ccc(C)cc2C)c1C	-15%	9%	-3%	4%	8%	-5%	-25%	15%	12%[57.1 µM]
CN1CCN(c2ccc(Cl)cc2NS(=O)(=O)c2ccccc2Cl)CC1	4%	11%	5%	2%	-2%	-9%	?	28%	9%[57.1 µM]
O=C(O)[C@H](Cc1ccccc1)N1C(=O)c2ccncc2C1=O	8%	23%	-12%	-2%	2%	-8%	?	12%	18%
CCCN(CCC)C1CC(=O)N(Cc2ccccc2)C1=O (centres undefined)	12%	-53%	-2%	5%	-3%	-15%	170%[activator]	66%[activator]	20µM*
Cc1ccc(-c2nn(CC(=O)NC3CCCC3)c3c2cnc2ccccc23)cc1	-1%	-15%	3%	i	6%	-15%	-21%	121%[activator]	15%[57.1 µM]
CCCN(CCC)S(=O)(=O)c1ccc(C(=O)N2CCn3c4c(c5cc(C)ccc53)CCCC42)cc1 (centres undefined)	9%	-10%	0%	5%	-2%	-31%	-13%	0%	18%
Cc1ccc(C(=O)ONc2ccc(N=NC(=O)c3ccccc3O)cc2)cc1	7%	3%	7%	?	-3%	?	?	8%	-18%
O=C(Nc1ccc(N2CCOCC2)cc1N1CCOCC1)c1ccc(F)cc1	-3%	12%	-10%	3%	4%	-27%	78%	7%	5%
Cc1[nH]c2ccccc2c1C(=O)CSc1nc2ccccc2[nH]1	1%	5%	.	.	-2%	-19%	-9%	55%[activator]	15%
Cn1cccc1/C=C1\CCC/C(=C\c2cccn2C)C1=O	22%	-7%	26%	-2%	?	56µM*	?	22µM*	?
CC[C@]12c3[nH]c4ccc(Cl)cc4c3CCN1C(=O)[C@@H](CC(=O)NCc1ccc(OC)c(OC)c1)C[C@@H]2C(=O)N1CCN(C(=O)C2CC2)CC1	-1%	-1%	4%	i	0%	-5%	7%	43%[activator]	10%
O=C(Cn1c(=O)sc2ccccc21)Nc1ccc(S(=O)(=O)N2CCCCC2)cc1	-3%	-8%	7%	-3%	43%[activator]	-17%	0%	18%	10%
CCOCCCNc1nc(-c2ccccc2)nc2ccccc12	0%	-5%	-1%	3%	4%	13%	137%[activator]	53%[activator]	18%
COc1ccc(-n2nc3cc(C)c(NC(=O)c4ccc(-c5ccc(Br)cc5)o4)cc3n2)cc1	-6%	-6%	2%	i	13%	-13%	0%	15%	4%
O=C(OCc1ccccc1)C1=NNC2C(=O)N(Cc3ccccc3)C(=O)C12 (centres undefined)	2%	-8%	-1%	-3%	-1%	-14%	4%	38%	1%
COc1ccccc1N1CCN(C(=O)CSc2n[nH]c(-c3ccccc3Cl)n2)CC1	25%	17%	-1%	-10%	-11%	-16%	-7%	12%[57 µM]	28%[57.1 µM]
CC(=O)c1cc(-c2ccccc2)n(CCC(=O)NC2CCCCCC2)c1C	5%	-25%	11%	-5%	-5%	-21%[57.1 µM]	-12%	16%	5%
N#Cc1c(-c2ccc(F)cc2)nc(-c2ccccc2)[nH]c1=O	18%	-14%	12%	0%	8%	-18%	-1%	22%	29%
O=C(CN1CSCC1=O)N1CCN(S(=O)(=O)c2cc(C(F)(F)F)ccc2Cl)CC1	2%	15%	2%	0%	3%	-13%	0%	13%	5%
CC(C)C[C@H](NC(=O)N1CCN(c2ccccc2)CC1)C(=O)O	77%[activator]	-11%	.	11%	0%	?	6%	16%	1%
O=C(c1cc2ccccc2[nH]1)N1O[C@@H]2C=C[C@H]1C2	0%	-22%	7%	-2%	2%	-29%	-26%	16%	8%
CC(=O)C1=C(C)NC(=O)NC1c1cccc([N+](=O)[O-])c1O (centres undefined)	1%	10%	-14%	-6%	-12%	-11%	13%	0%	11%[57.1 µM]
CCc1nnc(NC(=O)CCC(=O)N2CCN(c3ccccn3)CC2)s1	-2%	-31%	0%	-5%	-13%	-13%	-1%	40%[activator]	-11%
COc1ccccc1-n1c(SCC(=O)NC2CCCCC2)nc2c(c1=O)SCC2	-6%	-8%	-9%	0%	1%	-13%	36%[activator][57.4 µM]	32%	15%
CC(C)OC(=O)CSc1nnc2c(n1)[nH]c1ccc(F)cc12	2%	-120%[11.4 µM]	-5%	i	-2%	-27%	-14%	-5%	19%
Cc1ccc(C)c(S(=O)(=O)c2nnn3c2nc(NC2CCCCC2)c2sccc23)c1	?	7%	1%	-2%	29%	-28%	-23%	-11%	36%

Grouped by structure: the entries above containing a furan ring, fused or not (two)
SMILES	GLS inhibitor	RGS4 inh	ERG-DNA inh	Tb PGK inh	Pin1 inhibitor	JMJD2A Tudor	12-LOX inh	HP1b chromo inh	TrxR1 inh
Cc1ccsc1CN(C(=O)c1oc2ccc(F)cc2c1C)C1CCS(=O)(=O)C1 (centres undefined)	-14%	-8%	9%	.	7%	-14%	-20%	33%	30%
COc1ccc(-n2nc3cc(C)c(NC(=O)c4ccc(-c5ccc(Br)cc5)o4)cc3n2)cc1	-6%	-6%	2%	i	13%	-13%	0%	15%	4%
